High-throughput results as filed in PubChem BioAssay.
PPARg SRC2 recr – agonists of PPARg-SRC-2 recruitment, primary screen, biochemical, HTS; activation, % at 8 µM; Peroxisome proliferator-activated receptor gamma (Homo sapiens), P37231; 200,000 compounds, 0.34% hits; PPARgamma LBD-SRC-2 recruitment; in the data active = activation above about 22%;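 also: 0% = vehicle and 100% = reference agonist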
Target sequence (P37231 whole entry, looked up, the tested form may be a part): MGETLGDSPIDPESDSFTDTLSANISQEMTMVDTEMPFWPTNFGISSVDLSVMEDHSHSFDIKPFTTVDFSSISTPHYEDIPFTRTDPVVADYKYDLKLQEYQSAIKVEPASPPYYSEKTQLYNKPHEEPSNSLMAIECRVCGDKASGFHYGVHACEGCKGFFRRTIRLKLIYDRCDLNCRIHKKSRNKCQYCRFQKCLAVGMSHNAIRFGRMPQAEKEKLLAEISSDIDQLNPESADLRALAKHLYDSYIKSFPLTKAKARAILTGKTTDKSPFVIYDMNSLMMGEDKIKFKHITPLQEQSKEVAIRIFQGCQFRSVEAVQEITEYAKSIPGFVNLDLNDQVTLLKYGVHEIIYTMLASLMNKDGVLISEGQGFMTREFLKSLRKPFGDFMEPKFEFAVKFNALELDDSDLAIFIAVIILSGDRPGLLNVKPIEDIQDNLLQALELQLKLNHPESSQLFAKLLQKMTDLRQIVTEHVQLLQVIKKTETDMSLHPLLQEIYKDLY
S1P3 antagonist – S1P3 receptor antagonists, primary screen, cell-based. 170,000 compounds, 0.27% hits. AID 485, 2006. inhibition, % at 4.98 µM. CHO S1P3 NFAT-BLA reporter, FRET fluorescence, antagonist mode. Sphingosine 1-phosphate receptor 3 (Homo sapiens), Q99500;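 active = inhibition above the plate cutoff, the mean inhibition of test wells on that plate plus 3 SD, cut at about 28% in these data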;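 also: cells challenged with S1P at its EC80 of 0.8 µM; blue over green emission ratio from cleaved BLA substrate after 4 h stimulation; 0% = S1P-stimulated wells and 100% = unstimulated DMSO-only wells; some compounds past the cut are filed as inactive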
Lmaj promast – Leishmania major promastigote growth inhibition, primary screen; Leishmania major promastigotes, resazurin fluorescence viability; inhibition, % at 10 µM; AID 1063, 2008; 200,000 compounds, 9% hits; in the data active = inhibition above about 50%;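 also: promastigotes grown with compound for 44 hours at 28 °C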
ROMK mod – ROMK potassium channel modulators, primary screen, cell-based, thallium flux, MLSMR library | 130,000 compounds, 2% hits | B-score at 10 µM | ATP-sensitive inward rectifier potassium channel 1 (Homo sapiens), P48048 | Tet-inducible ROMK, thallium flux fluorescence; actives lie on both sides;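 active = signal ratio slope over the read window, or its plate-corrected B-score, at least 3 SD from the plate mean, either direction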;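 also: B-score of the F/F0 ratio slope over 7 to 12 s after thallium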
Target sequence (P48048 whole entry, looked up): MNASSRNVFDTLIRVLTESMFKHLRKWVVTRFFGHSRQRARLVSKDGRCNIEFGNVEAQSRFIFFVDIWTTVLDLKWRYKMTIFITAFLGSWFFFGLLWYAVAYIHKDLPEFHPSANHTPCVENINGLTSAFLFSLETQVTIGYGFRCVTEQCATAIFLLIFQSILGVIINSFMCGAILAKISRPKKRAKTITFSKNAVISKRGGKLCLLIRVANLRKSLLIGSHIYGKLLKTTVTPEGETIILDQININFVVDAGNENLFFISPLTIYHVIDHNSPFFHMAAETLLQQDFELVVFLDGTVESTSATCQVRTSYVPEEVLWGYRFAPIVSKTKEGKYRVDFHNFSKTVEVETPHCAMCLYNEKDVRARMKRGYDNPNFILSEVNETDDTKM
HMGR II inh – inhibitors of E. faecalis class II HMGR, primary screen, biochemical, Enterococcus faecalis. HMG-CoA reductase (Enterococcus faecalis, mvaE). purified E. faecalis HMGR, NADPH absorbance 340 nm kinetic. inhibition, % at 10 µM. 190,000 compounds, 0.41% hits;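 active = inhibition above a set limit, the median over all tested compounds plus 3 SD, cut at about 9.5% in these data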;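 also: enzyme runs in reverse so mevalonate oxidation gives rising NADPH absorbance; 0% = complete reaction with DMSO and 100% = background rate lacking mevalonate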
PPARg SRC-3 ag – PPARgamma agonists recruiting SRC-3 coactivator, primary screen, biochemical | biochemical PPARgamma/SRC-3 coactivator recruitment assay | 200,000 compounds, 0.26% hits | activation, % at 8 µM | Peroxisome proliferator-activated receptor gamma (Homo sapiens), P37231; in the data active = activation above about 23%;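 also: 0% = DMSO and 100% = reference agonist; some compounds past the cut are filed as inactive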
bIAP inhibitor – bovine intestinal alkaline phosphatase inhibitors, primary screen, selectivity assay for TNAP inhibitor project, biochemical, bovine IAP, CDP-star luminescence; alkaline phosphatase, intestinal [Bos taurus]; purified bovine IAP, 30 min; inhibition, % at 20 µM; 190,000 tested, under 10 active; AID 1019, 2008;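 active = over 50% inhibition of intestinal alkaline phosphatase at 20 µM in the single-dose screen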
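System: purified bovine intestinal alkaline phosphatase (IAP) enzyme; Input: IAP diluted 1/65,000,000 in the well; Measured by: CDP-star luminescence signal; Compound dosing: 20 µM single dose; Incubation: 30 min reaction at room temperature.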
RAM inhibit – inhibitors of the yeast RAM network, primary screen, dse1pr::URA3 reporter, 5-FOA selection. 190,000 compounds, 1.8% hits. S. cerevisiae dse1pr::URA3 reporter, 5-FOA growth OD615, 2 d; analog-sensitive cbk1-as2 kinase mutant strain. inhibition, % at 50 µM;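 active = inhibition above a set limit, 3 SD over mean compound inhibition, cut at about 8.4% in these data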;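 also: 0% = DMSO-only wells with no growth and 100% = 10 µM 1-NA-PP1 full growth; inhibition rescues growth on 5-FOA so higher OD means more RAM inhibition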
TR-FRET SRC-2 ct – TR-FRET signal artefacts, primary screen, artefact control for PPARgamma SRC-2 agonist project, biochemical; 200,000 compounds, 0.4% hits; TR-FRET artefact counter-screen; stronger effect = higher value; TR-FRET ratio at 8 µM; in the data active = TR-FRET ratio above about 2000; also: inactives centre near 1500
PPARg SRC1 recr – PPARgamma agonists recruiting SRC-1 coactivator, primary screen, biochemical | PPARgamma-SRC-1 coactivator recruitment biochemical assay | 200,000 compounds, 0.41% hits | activation, % at 8 µM; in the data active = activation above about 19%;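 also: 0% = DMSO and 100% = reference agonist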
Redox H2O2 prof – compounds producing H2O2 with reducing agent – biochemical, NIH compound library profiling, artefact control for MLSCN library redox annotation, primary screen; DTT-dependent redox cycling H2O2, phenol red/HRP absorbance; 100% = 100 µM peroxide control, 0% = buffer; activation, % at 10 µM; 200,000 compounds, 0.03% hits; AID 878, 2007;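 active = activation of at least 50% relative to the plate's high and low controls in the primary single-dose screen; inactive = activation below 50%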;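 also: compound incubated with DTT at 0.8 mM final as the reducing agent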
Active calls of the source: *; . = not tested or not shown; & = joins results of further samples. An unsorted share of the library; any-hit rate near 13%.

SMILES	PPARg SRC2 recr	S1P3 antagonist	Lmaj promast	ROMK mod	HMGR II inh	PPARg SRC-3 ag	bIAP inhibitor	RAM inhibit	TR-FRET SRC-2 ct	PPARg SRC1 recr	Redox H2O2 prof
CC(/C=N/NC(=O)c1nn(C)c(C)c1Br)=C\c1ccccc1	2	0	-5	.	-4	0	-15	-0.2	1500	3	0.3
CC(=O)Nc1sc2c(c1C(c1ccccn1)N1CCCC1)CCCC2 (stereo not drawn)	0	-5	14	-0.52	-2	-2	-33	0.8	1463	2	-1.9
Cn1c(=O)c2c(nc(NCCCN3CCOCC3)n2Cc2ccc(Cl)cc2)n(C)c1=O	4	8	58*	0.0038	.	5	1	.	1530	-5	-0.2
Cc1nn(CCCC(=O)NCc2ccccc2)c(C)c1[N+](=O)[O-]	4	-3	44	.	-6	-2	4	0.5	1645	0	0.1
CCNC(=S)NN(c1ccccc1)c1ccccc1	12	.	0	0.1	-4	4	9	0.5	1634	4	0.4
COc1ccc(C)cc1NC(=O)C(=O)NNC(=O)COc1ccc(Cl)cc1	4	6	-5	7.1*	-4	0	-8	2.0	1834	-1	-0.1
COc1cc(C2CC(=O)c3c([nH]c(C(=O)OCCOC(C)C)c3C)C2)cc(OC)c1OC (stereo not drawn)	1	4	11	.	3	8	8	1.5	1605	3	-0.1
Cc1cc(NC(=O)c2cc(-c3ccc(C)s3)nc3ccccc23)no1	-3	.	-4	.	2	-1	0	1.8	1773	-4	-0.5
O=C(C1CCCCC1)N1CCN=C1SCc1cccc([N+](=O)[O-])c1	1	-6	17	0.77	-1	1	0	0.6	1455	7	1.5
O=C1Nc2ccccc2C1(O)Cc1ccncc1 (stereo not drawn)	6	4	-5	.	-2	3	3	-0.8	1508	2	0.8
CC(=O)c1ccc(NS(=O)(=O)Cc2ccc(Cl)cc2)cc1	11	.	-7	.	0	5	5	2.1	1533	-2	-2.4
CCOC(=O)c1sc(N(Cc2ccccc2)C(=O)CSc2ncn[nH]2)nc1C	-2	.	-3	-1.7	-3	-1	-13	2.2	1368	-8	0.3

Two compounds drawn at random from those above, as already listed:
SMILES	PPARg SRC2 recr	S1P3 antagonist	Lmaj promast	ROMK mod	HMGR II inh	PPARg SRC-3 ag	bIAP inhibitor	RAM inhibit	TR-FRET SRC-2 ct	PPARg SRC1 recr	Redox H2O2 prof
Cn1c(=O)c2c(nc(NCCCN3CCOCC3)n2Cc2ccc(Cl)cc2)n(C)c1=O	4	8	58*	0.0038	.	5	1	.	1530	-5	-0.2
COc1cc(C2CC(=O)c3c([nH]c(C(=O)OCCOC(C)C)c3C)C2)cc(OC)c1OC (stereo not drawn)	1	4	11	.	3	8	8	1.5	1605	3	-0.1

More compounds:
SMILES	PPARg SRC2 recr	S1P3 antagonist	Lmaj promast	ROMK mod	HMGR II inh	PPARg SRC-3 ag	bIAP inhibitor	RAM inhibit	TR-FRET SRC-2 ct	PPARg SRC1 recr	Redox H2O2 prof
O=C1C2CCCN2C(c2ccc(F)cc2)N1c1nccs1 (stereo not drawn)	-1	-4	-1	0.54	0	-7	-8	0.0	1475	2	-0.2
Cc1ccc(OCC(=O)Nn2c(C)nc3ccccc3c2=O)c(C(C)C)c1	1	.	-4	.	-3	-3	1	1.5	1437	-10	2.4
O=C(Nc1ccc(Cl)cc1)Nc1nnc(SCc2ccc(Cl)cc2)s1	1	-7	-4	.	0	3	1	2.9	1606	-5	0.5
CCOC(=O)c1sc(=S)n(-c2ccccc2)c1N(C(C)=O)C(C)=O	-6	-7	-7	.	0	5	2	2.7	1374	6	-1.2
COc1cc(OC)c(C(=O)OC(C)C(=O)Nc2cc(C(F)(F)F)ccc2Cl)cc1OC (stereo not drawn)	1	0	3	.	-8	2	-20	0.5	1508	-1	0.2
CCN1CCN(c2nc3c(c(=O)[nH]c(=O)n3C)n2CCCc2ccccc2)CC1	-3	-5	-6	0.25	2	0	-12	0.4	1511	0	-1.1
COc1cccc2sc(N(C)c3ccccc3)nc12	-3	-18	3	.	2	3	-8	0.9	1433	-6	-0.2
O=S(=O)(c1ccc2ccccc2c1)N1CCN(C2Cc3ccccc3C2)CC1	-1	3	86*	.	-3	3	-1	0.0	1600	0	0.8
Cc1ccc(Nc2ncnc3c2cnn3C)cc1	5	-19	-2	-0.0012	4	5	-9	-0.2	1458	-2	-0.3
Cc1c(Cl)c([N+](=O)[O-])nn1Cc1ccc(C(=O)N/N=C\c2ccccn2)o1	0	-12	11	-0.75	-1	5	17	0.8	1431	1	-0.4
Cc1ccc2[nH]c(=O)c(CN(CCc3ccccc3)C(=O)N3CCOCC3)cc2c1	5	20	-3	-1.2	2	-5	9	0.5	1399	4	0.7
COc1cc(C(C2=C(O)CC(C)(C)CC2=O)C2C(=O)CC(C)(C)CC2=O)cc(OC)c1OC (stereo not drawn)	-4	-13	-9	0.016	-5	8	5	3.8	1533	-11	-0.2
COc1ccc(Cc2nc(-c3ccc(Br)cc3)no2)cc1	10	-10	-8	1	0	7	16	0.9	1649	5	-2.5
O=C(CSc1nncn1-c1ccccc1)NC1CCCc2ccccc21 (stereo not drawn)	-1	-9	-1	0.0035	-4	0	37	-0.9	1299	0	-0.7
O=C(O)CCC(=O)NCc1ccc(F)cc1	8	.	-3	2.7	-1	0	-2	-0.4	1569	2	-0.1
CCN(CC)S(=O)(=O)c1cccc(C(=O)NC(Cc2c[nH]c3ccccc23)c2nnc3n2CCCCC3)c1 (stereo not drawn)	3	.	-1	.	-1	7	0	0.1	1595	-2	-0.6
Cc1oc(-c2cccs2)nc1CSCC(=O)NC1CC1	0	.	-4	.	-2	-7	1	0.8	1463	-5	-4.0
S=C(NCC(c1cccnc1)N1CCOCC1)NC1CCCCC1 (stereo not drawn)	1	-5	-7	-0.031	-4	5	-3	1.1	1641	8	-0.4
CSc1ccccc1C(=O)NCC(c1ccco1)N1CCCCC1 (stereo not drawn)	11	-1	1	-0.93	12*	0	-1	0.9	1736	-1	0.1
Cc1cc(C(=O)Cn2ncc(Cl)c(Cl)c2=O)c(C)n1CC(F)(F)F	1	0	63*	.	-4	6	.	1.4	1672	7	0.1
Cc1cc(C)cc(NC(=O)c2cc(S(=O)(=O)NCc3ccco3)ccc2F)c1	8	.	-1	.	-6	20	16	1.5	1541	-2	0.5
O=C(NC1CCCCCC1)C1CCN(S(=O)(=O)c2ccccc2)CC1	4	-32	13	.	-1	-1	-1	1.2	1452	-4	2.9
O=C(Cc1ccc(Cl)cc1Cl)NCC1(N2CCOCC2)CCCCC1	6	-8	9	-0.58	-2	2	-10	2.0	1459	12	-1.4
O=C(O)c1cccc(-n2nnnc2SCc2ccccn2)c1	8	0	-4	0.31	-4	-12	5	0.0	1520	5	1.1
COC(=O)C1=CN(CC2CCCO2)C=C(C(=O)OC)C1c1ccsc1 (stereo not drawn)	9	2	-5	.	-1	-2	-21	1.5	1590	4	-2.2
Cc1ccc2nc(NC(=O)c3cc(-c4ccco4)nc4ccccc34)sc2c1	-6	-17	7	.	-8	-1	10	1.5	1554	-8	0.7
COC(=O)c1ccc(C(=O)OC)c(NC(=O)Oc2ccccc2)c1	1	0	-5	.	-1	-1	13	0.6	1530	-1	0.1
Clc1ccc(Cl)c(-c2nn3c(COc4ccccc4)nnc3s2)c1	-5	5	-5	.	0	5	12	4.8	1610	-1	0.6
Cc1ccccc1Cc1c(C)nc2c(C(=O)NCc3ccco3)cnn2c1C	3	-14	10	-0.94	-1	2	-2	10*	1493	8	0.1
CCOC(=O)CNC(=O)C1c2ccccc2C(=O)N(c2ccc(OC)cc2)C1c1ccc(OC)cc1 (stereo not drawn)	-12	.	1	-0.5	0	-10	-20	4.6	1287	1	0.1
COc1ccc(OC)c(-n2cnc3cc(C(=O)O)ccc32)c1	11	3	-8	1.2	-10	-5	1	0.7	1529	4	0.8
Cc1cc2c3c(c1)C1(SCC(=O)N1c1ccc(F)cc1)C(=O)N3C(C)(C)CC2C (stereo not drawn)	-7	.	61*	-2.2	-2	-5	0	0.4	1584	1	-0.1
Clc1cccc(Oc2cnns2)c1Cl	5	.	-3	.	3	-4	6	0.2	1557	2	-5.4
O=C(N1CCOCC1)n1cnc2ccccc21	-2	.	-4	-0.043	0	14	12	0.0	1699	-3	0.3
CCN(CC)CCCN(Cc1cc2cc3c(cc2[nH]c1=O)OCO3)C(=S)Nc1ccc(OC)cc1	0	-25	3	-0.8	-3	-4	-4	4.5	1393	8	-1.1
CC(=O)Nc1ccc(NS(=O)(=O)c2ccc(Cl)c(C(=O)O)c2)cc1	1	1	-10	.	-9	10	1	0.5	1286	3	-0.7
COc1ccc([N+](=O)[O-])cc1NC(=O)C(C)Sc1nc(-c2ccccc2)cs1 (stereo not drawn)	-2	-13	8	.	1	-6	4	5.6	1450	5	2.2
CC1=Nc2ccc(C)cc2/C1=C/c1c(N)n2oc(C)cc2nc1=O	-5	5&-2	9	-0.14	-4	1	-9	5.6	1374	0	-1.3
COC(=O)c1ccc(C2Nc3ccc(/C(C)=N/NC(=O)C(OC)c4ccccc4)cc3C3C=CCC32)cc1 (stereo not drawn)	16	.	-2	.	2	14	8	4.4	1677	1	-4.2
O=C1c2ccccc2C(=O)C12Cc1ccccc1N1CCN(c3ccccc3)CC12 (stereo not drawn)	-1	-39	65*	.	1	13	6	4.7	1570	3	-3.1

Copied from the list.
CC(=O)Nc1sc2c(c1C(c1ccccn1)N1CCCC1)CCCC2 (stereo not drawn) @ Lmaj promast: 14
O=C1Nc2ccccc2C1(O)Cc1ccncc1 (stereo not drawn) @ Redox H2O2 prof: 0.8
COc1cc(C(C2=C(O)CC(C)(C)CC2=O)C2C(=O)CC(C)(C)CC2=O)cc(OC)c1OC (stereo not drawn) @ HMGR II inh: -5
Cn1c(=O)c2c(nc(NCCCN3CCOCC3)n2Cc2ccc(Cl)cc2)n(C)c1=O @ PPARg SRC-3 ag: 5
O=C1c2ccccc2C(=O)C12Cc1ccccc1N1CCN(c3ccccc3)CC12 (stereo not drawn) @ PPARg SRC-3 ag: 13
COc1cccc2sc(N(C)c3ccccc3)nc12 @ HMGR II inh: 2
O=S(=O)(c1ccc2ccccc2c1)N1CCN(C2Cc3ccccc3C2)CC1 @ RAM inhibit: 0.0
